Assay outcomes from PubChem.
human PMI inhibition: inhibitors of human PMI, primary screen, biochemical, fluorescence intensity, coupled assay (AID 1209). one-dose inhibition, % at 20 µM; IC50 in µM for titrated hits. purified PMI enzyme, coupled fluorescence intensity; higher % means a stronger effect. hit rate 0.42% among 190,000;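 also: plate controls were DMSO vehicle for no effect and wells lacking substrate for full effect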
Myeloid diff MLP: promotes myeloid progenitor differentiation | ER-HoxA9 myeloid progenitors, lysozyme-GFP differentiation, flow cytometry | calls only at 10 µM | hit rate 1% among 360,000 | AID 624256;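 active = normalized GFP-positive differentiation at or above the plate's own cutoff, the solvent-only control mean plus 3 SD; inconclusive = no clear call, values can overlap the other calls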;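 also: cells exposed to compound for four days before flow analysis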
XIAP displacement: XIAP antagonists, biochemical, IAP family, fluorescence polarization (AID 1018). XIAP BIR domain, fluorescence polarization peptide displacement; higher % means a stronger effect. displacement, % at 20 µM, or IC50 in µM where a hit was titrated. hit rate 0.007% among 200,000; in the data active = displacement above about 50%; also: a part of the inactive calls stands beside numbers as strong as those of hits
RSV antiviral HEp-2: RSV antiviral activity via CPE protection, HEp-2 cells, primary 10 µM value included (AID 2391); HEp-2 cells, RSV-induced CPE inhibition; higher % means a stronger effect; one-dose CPE inhibition, % at 10 µM; IC50 in µM for titrated hits; hit rate 0.13% among 310,000; in the data active = a potency from the dose series; inconclusive = CPE inhibition mostly from about 23% at the one dose, without a potency; inactive = the rest, 99 in 100 with CPE inhibition below about 21%; also: strong numbers were not always called active
TNAP activation fold: stimulation of alkaline phosphatase TNAP activity – biochemical, luminescent, no phosphate acceptor, uHTS, primary screen (AID 1001). purified TNAP, luminescent activation assay, no phosphate acceptor; higher activation fold means a stronger effect. one-dose activation fold at 20 µM; EC50 in µM for titrated hits. hit rate 0.03% among 200,000; in the data active = activation fold from about 3, or a potency from the dose series; inactive = the rest, 99 in 100 with activation fold below about 1.6; also: many of its hits are not listed in these tables
PhoP inhibition: inhibitors of PhoP regulon expression, primary screen, Salmonella Typhimurium, GFP reporter (AID 1863); S. Typhimurium PhoP-regulated promoter GFP reporter, 4 h; higher % means a stronger effect; inhibition, % at 50 µM; hits with a dose series show IC50 in µM; hit rate 0.16% among 300,000;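 active = inhibition over 29.93%, a cutoff 3 SD above the screen mean, later confirmed by dose response; inconclusive = inhibition over 29.93% but no dose response follow-up; inactive = inhibition at most 29.93% or unconfirmed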;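 also: 0% = low Mg2+ inducing control and 100% = high Mg2+ repressing control; strong numbers were not always called active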
SIAH1 antagonists: blockers of Siah-1 interaction with plectin peptide – biochemical, fluorescence polarization, rhodamine-plectin, uHTS, primary screen (AID 1817). Siah-1 / rhodamine-plectin peptide fluorescence polarization; higher % means a stronger effect. one-dose displacement, % at 20 µM; IC50 in µM for titrated hits. hit rate 0.02% among 290,000;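 active = displacement of at least 50% at 20 µM, with a fluorescence ratio check between 0.3 and a set limit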;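 also: plate controls were Siah plus tracer with DMSO for no effect and tracer alone without Siah for full effect; strong numbers were not always called active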
WT yeast gro inh: growth inhibition of WT yeast, mitochondrial fusion screen; mitochondrial fusion phenotypic screen, WT strain; inhibition, % at 10 µM; hit rate 2.1% among 190,000; AID 1362; in the data active = inhibition above about 58%; tested in S. cerevisiae
human PMI inhibitors: MPI inhibition at elevated mannose 6-phosphate – biochemical, fluorescence intensity, high mannose 6-phosphate, primary screen (AID 1220); recombinant PMI enzyme, coupled fluorescence intensity; higher % means a stronger effect; inhibition, % at 20 µM, or IC50 in µM where a hit was titrated; hit rate 0.66% among 190,000
WT yeast gro inh mutant strain: further read-out of WT yeast gro inh, marked with its call; inhibition, %; mitochondrial fusion phenotypic screen, mutant strain inhibition
Myeloid diff MLP GFP+ MAC1+ %: recorded beside Myeloid diff MLP, whose call it bears; GFP+ MAC1+ double positive, %; measured here: differentiation confirmed by MAC1 staining
Active calls of the source: *; i = inactive; ? = inconclusive; nt = not tested or not shown. Rule as the data show it, unless noted: active = inhibition above about 50%; inactive = the rest.

SMILES	human PMI inhibition	Myeloid diff MLP	Myeloid diff MLP GFP+ MAC1+ %	XIAP displacement	RSV antiviral HEp-2	TNAP activation fold	PhoP inhibition	SIAH1 antagonists	WT yeast gro inh	WT yeast gro inh mutant strain	human PMI inhibitors
O=S(NCc1ccccc1)C12CC3CC(CC(C3)C1)C2 (stereo unspecified)	8%	i	5.3	-1.8%	-0.6%	1	4%	-6%	-4	-4	5%
Cc1cccc(C)c1N(CC(=O)NN=C1CCCCCC1)S(C)(=O)=O	-1%	i	0.4	-4.0%	4.9%	1.2	-2%	0%	-4	-2	2%
COc1ccc(F)c(CN(C)CC2CCCN(CCc3ccc(F)cc3)C2)c1 (stereo unspecified)	nt	i	0.5	nt	-1.2%	nt	0%	-3%	nt	nt	nt
CCOC(=O)c1cnc(-n2nc(C)cc2C)nc1NCc1ccccc1	3%	i	0.5	-5.2%	8.5%	1	0%	-2%	65*	53*	6%
CCN(CC)C1CCN(Cc2cn[nH]c2-c2ccc(OC)c(F)c2)C1 (stereo unspecified)	-7%	i	0.2	-0.3%	0.3%	1	-6%	-5%	9	7	-6%
O=C(N/N=C/c1cc(Br)ccc1O)Nc1ccccc1	-11%	i	0.4	63%	0.9%	1	25%	10%	32	7	-19%
CC(C)Cn1c(N)c(C(=O)CSc2ccccc2)c(=O)n(C)c1=O	3%	i	1.8	-0.1%	-0.8%	1	12%	11%	-5	6	1%
Cc1cccc(NS(=O)(=O)c2cc(C(=O)NCc3ccccn3)ccc2C)c1	nt	i	0.9	nt	0.5%	nt	-1%	-1%	nt	nt	nt
Cc1nn(CC(=O)NCCCc2ccccc2)c(=O)c2cccn12	nt	i	1.5	nt	1.0%	nt	3%	-4%	nt	nt	nt
c1ccc(-n2cnnc2SCc2cn3cccnc3n2)cc1	-6%	i	8.8	-2.0%	1.8%	1.1	2%	-2%	-20	-3	-7%
Cc1ccc(-c2nc3ncccc3o2)cc1NC(=O)c1cc2ccccc2o1	2%	i	0.6	-20%	1.6%	1.1	-11%	0%	13	8	3%
CC(C)n1c(S(=O)(=O)O)nc2ccccc21	-19%	i	0.4	-1.3%	0.2%	1.1	-7%	1%	13	-8	-16%
O=C(Oc1coc(CSc2nnc(NC(=O)C3CC3)s2)cc1=O)c1c(F)cccc1F	4%	i	0.6	-0.2%	-0.4%	1.1	8%	3%	2	6	2%
CC1=C(C(=O)NC2CCCCC2C)C2(CCC(C)CC2)OC1=O (stereo unspecified)	8%	i	2.5	-0.5%	0.4%	1.1	-7%	5%	5	-25	8%
CCc1ccc(NC(=O)NCC2CCN(c3ccc(OC)cc3)C2)cc1 (stereo unspecified)	nt	i	1.3	nt	-0.9%	nt	-7%	12%	nt	nt	nt
CC1CCCCN1Cc1c(O)ccc2c(=O)c(-c3ccccc3)coc12 (stereo unspecified)	nt	i	0.3	nt	0.8%	nt	-8%	-4%	nt	nt	nt
COc1cccc(CN2CC(C(=O)NC3CCC3)CCC2=O)c1 (stereo unspecified)	nt	i	1.2	nt	0.9%	nt	4%	4%	nt	nt	nt
COc1ccc(NS(=O)(=O)c2ccc(F)cc2F)cn1	nt	i	0.6	nt	0.8%	nt	2%	-2%	nt	nt	nt
C=CCOc1c(CNc2ccc(C(=O)O)cc2)cccc1OC	14%	i	0.6	-2.8%	-0.1%	1.2	8%	4%	-1	-19	4%
O=C(Nc1ccccc1Br)c1c(F)cccc1Cl	-13%	i	0.5	-7.9%	6.1%	1.1	0%	-2%	-9	-6	-9%
CCC(=O)OCCn1c(=O)c2cc3c(=O)n(CCOC(=O)CC)c(=O)c3cc2c1=O	17%	i	12	-3.7%	2.2%	1.1	11%	-2%	-10	-6	18%
COc1ccc(/C=N/NC(=O)CNc2ccc(Br)cc2)c(C(=O)O)c1OC	-7%	i	0.2	-0.7%	1.5%	1	-5%	9%	-8	-6	-5%
COc1ccccc1C/C(N)=N/OC(=O)c1ccc(C)c([N+](=O)[O-])c1	-3%	i	5.1	-7.2%	3.3%	1.1	-8%	5%	-15	-1	-4%
CCOc1ccc(CC(=NCCc2ccccc2)C2=C(O)CC(C)(C)CC2=O)cc1OCC	9%	i	0.3	-6.9%	2.6%	1.1	7%	13%	21	9	-1%
Nc1ccc([N+](=O)[O-])cc1C(=O)NNC(=O)c1ccco1	nt	i	0.3	nt	0.6%	nt	3%	-3%	nt	nt	nt

6 structures out of the list, arranged by formula weight, rising.
SMILES	human PMI inhibition	Myeloid diff MLP	Myeloid diff MLP GFP+ MAC1+ %	XIAP displacement	RSV antiviral HEp-2	TNAP activation fold	PhoP inhibition	SIAH1 antagonists	WT yeast gro inh	WT yeast gro inh mutant strain	human PMI inhibitors
Nc1ccc([N+](=O)[O-])cc1C(=O)NNC(=O)c1ccco1	nt	i	0.3	nt	0.6%	nt	3%	-3%	nt	nt	nt
C=CCOc1c(CNc2ccc(C(=O)O)cc2)cccc1OC	14%	i	0.6	-2.8%	-0.1%	1.2	8%	4%	-1	-19	4%
O=C(N/N=C/c1cc(Br)ccc1O)Nc1ccccc1	-11%	i	0.4	63%	0.9%	1	25%	10%	32	7	-19%
Cc1cccc(NS(=O)(=O)c2cc(C(=O)NCc3ccccn3)ccc2C)c1	nt	i	0.9	nt	0.5%	nt	-1%	-1%	nt	nt	nt
COc1ccc(/C=N/NC(=O)CNc2ccc(Br)cc2)c(C(=O)O)c1OC	-7%	i	0.2	-0.7%	1.5%	1	-5%	9%	-8	-6	-5%
CCOc1ccc(CC(=NCCc2ccccc2)C2=C(O)CC(C)(C)CC2=O)cc1OCC	9%	i	0.3	-6.9%	2.6%	1.1	7%	13%	21	9	-1%

Next part
SMILES	human PMI inhibition	Myeloid diff MLP	Myeloid diff MLP GFP+ MAC1+ %	XIAP displacement	RSV antiviral HEp-2	TNAP activation fold	PhoP inhibition	SIAH1 antagonists	WT yeast gro inh	WT yeast gro inh mutant strain	human PMI inhibitors
O=c1[nH]c(C2CCN(S(=O)(=O)c3cccc([N+](=O)[O-])c3)CC2)nc2c1nnn2Cc1ccccc1	nt	i	1.0	nt	2.2%	nt	-2%	0%	nt	nt	nt
CCC(C(=O)N1CCN(c2ccccn2)CC1)n1nc(C)n2c(cc3occc32)c1=O (stereo unspecified)	6%	i	1.4	-2.9%	3.7%	1.1	-1%	0%	21	6	-1%
Cc1cccc(NC(=O)[C@H](C)NC(=O)[C@@H]2Cc3ccccc3CN2C(=O)OC(C)(C)C)c1	nt	i	2.4	nt	3.1%	nt	3%	13%	nt	nt	nt
Cc1cc(O)c(C(C[N+](=O)[O-])c2ccc(Cl)cc2)c(=O)o1 (stereo unspecified)	5%	i	0.7	-19%	1.6%	1	-5%	-5%	-5	8	5%
Cc1nc2cc(-c3ccccc3)nn2c(C)c1CCC(=O)N1CCN(c2ccccn2)CC1	2%	nt	nt	-6.0%	nt	0.9	-3%	1%	6	17	8%
CC(=O)c1ccc(N2CCN(Cc3nc(Cc4ccccc4)no3)CC2)cc1	5%	nt	nt	77%	-0.1%	1.1	nt	2%	-4	1	6%
COCCCNC(=O)C1CCN(c2ccc(N3CCOCC3)nn2)CC1	nt	i	0.2	nt	0.4%	nt	-1%	2%	nt	nt	nt
COC(=O)c1[nH]c2cc(OC)ccc2c1NC(=O)CCN1CCCCC1	10%	i	0.7	-5.4%	0.6%	1.1	5%	4%	17	4	5%
O=C(CCCCCn1c(=O)[nH]c2ccsc2c1=O)N1CCCCC1	-4%	i	0.9	-2.8%	0.1%	1.1	-15%	17%	-3	0	-11%
O=c1nccc(N/N=C/c2ccccc2)[nH]1	nt	i	0.3	nt	6.6%	nt	-5%	3%	nt	nt	nt
Nc1ccc2cn[nH]c2c1	20%	i	1.1	-13%	-0.4%	1	-3%	-2%	10	-10	53%*
Cc1nnc2sc(-c3cccc4ccccc34)nn12	12%	i	1.5	-6.0%	-3.1%	1.1	-9%	1%	40	20	10%
CCOc1ccccc1CN1CCNC(=O)C1CC(=O)NCCN1CCOC1=O (stereo unspecified)	nt	i	0.8	nt	0.3%	nt	-9%	2%	nt	nt	nt
CC(C)OCCCNc1ncnc2c1[nH]c1ccccc12	11%	i	5.2	-4.4%	-1.7%	1.2	1%	6%	12	19	14%
Cc1nc2cc(NC(=O)N3CCC(c4ccccc4)C3)ccc2n1C (stereo unspecified)	5%	i	4.3	-4.7%	0.9%	1	-2%	-2%	-16	-4	1%
Cc1ccc(Oc2ccc(-c3nc(N)nc(N)n3)cc2)cc1C	14%	i	3.9	-2.1%	1.1%	1	17%	1%	42	58	13%
CC1Nc2ccccc2C(=O)N1NS(C)(=O)=O (stereo unspecified)	3%	i	0.2	-4.5%	-0.4%	1.1	5%	-7%	-11	-5	7%
Cc1ccc(S(=O)(=O)Oc2ccc(/C=C3\C(=N)N4N=C(S(C)(=O)=O)SC4=NC3=O)cc2)cc1	nt	i	0.7	nt	0.9%	nt	-1%	4%	nt	nt	nt
CCCc1nn2c(=O)cc(CSCC(=O)Nc3ccc(OC)cc3)nc2s1	nt	i	0.3	nt	-1.0%	nt	6%	-7%	nt	nt	nt
CCOc1ccc(S(=O)(=O)NCC2CCCO2)c2cccnc12 (stereo unspecified)	9%	i	0.8	-1.8%	2.4%	1.1	1%	10%	-4	-9	4%
O=C(CCNc1ccc(F)c(Cl)c1)c1ccco1	14%	i	2.9	-6.1%	0.2%	1.1	21%	-4%	25	26	38%
c1ccc(-c2nc(-c3ccccn3)no2)cc1	-5%	i	9.0	-3.6%	-1.3%	1	0%	6%	42	33	-4%
Cc1cc(C(=O)N/N=C/c2cccs2)n[nH]1	-9%	i	0.2	-3.0%	-1.9%	1.1	11%	-3%	7	3	6%
CCc1ccccc1NC(=O)CN(C)Cc1nc(N)nc(Nc2ccccc2C)n1	11%	i	0.6	-1.1%	2.1%	1.1	-4%	0%	-5	-7	11%
COC(=O)Cc1cc(=O)n2[nH]c(C)c(-c3ccccc3)c2n1	-8%	i	1.3	-3.2%	nt	0.9	-3%	1%	-2	-11	0%
CCOc1ccc2c(C)c(C)c(=O)oc2c1OCC	7%	i	1.2	-3.2%	3.1%	1.2	4%	3%	0	-1	7%
CC1=C(C(=O)Nc2cc(-c3cccc(F)c3)[nH]n2)C2(CCCCC2)OC1=O	13%	i	2.9	-4.4%	0.8%	1.1	10%	2%	-1	-5	14%
O=C(N/N=C/c1cccs1)c1cc(C2CC2)nc2ccccc12	-23%	?	nt	-5.5%	-0.6%	1	12%	7%	13	-11	-17%
O=C(NC(Cc1ccccc1)C(=O)NC(Cc1ccccc1)C(=O)O)c1ccccc1 (stereo unspecified)	8%	i	0.2	-19%	-1.6%	1.2	-10%	0%	-16	-8	9%
